Screening data deposited in PubChem BioAssay by several laboratories.
RSV CPE inhibition – RSV antiviral activity via CPE protection, HEp-2 cells, primary 10 µM value included (AID 2391). HEp-2 cells, RSV-induced CPE inhibition; higher % means a stronger effect. one-dose CPE inhibition, % at 10 µM; IC50 in µM for titrated hits. hit rate 0.13% among 310,000; in the data active means a potency from the dose series; inconclusive means CPE inhibition mostly from about 23% at the one dose, without a potency; inactive means the rest, 99 in 100 with CPE inhibition below about 21%; further: strong numbers were not always called active
human PMI inhibition – inhibitors of human PMI, primary screen, biochemical, fluorescence intensity, coupled assay (AID 1209); inhibition, % at 20 µM; hits with a dose series show IC50 in µM; hit rate 0.42% among 190,000; purified PMI enzyme, coupled fluorescence intensity; higher % means a stronger effect; Mannose-6-phosphate isomerase (Homo sapiens);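 further: plate controls were DMSO vehicle for no effect and wells lacking substrate for full effect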
TNAP activation fold – human TNAP enzyme activators, primary screen, biochemical, luminescent, no phosphate acceptor, uHTS (AID 1001); Alkaline phosphatase, tissue-nonspecific isozyme (Homo sapiens); hit rate 0.03% among 200,000; purified TNAP, luminescent activation assay, no phosphate acceptor; higher activation fold means a stronger effect; activation fold at 20 µM; hits with a dose series show EC50 in µM; in the data active means activation fold from about 3, or a potency from the dose series; inactive means the rest, 99 in 100 with activation fold below about 1.6; further: many of its hits are not listed in these tables
Siah-1 displacement – Siah-1 peptide-binding antagonists, primary screen, biochemical, fluorescence polarization, rhodamine-plectin, uHTS (AID 1817); displacement, % at 20 µM; hits with a dose series show IC50 in µM; hit rate 0.02% among 290,000; E3 ubiquitin-protein ligase SIAH1 (Homo sapiens); Siah-1 / rhodamine-plectin peptide fluorescence polarization; higher % means a stronger effect;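 active means displacement of at least 50% at 20 µM, with a fluorescence ratio check between 0.3 and a set limit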;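 further: plate controls were Siah plus tracer with DMSO for no effect and tracer alone without Siah for full effect; strong numbers were not always called active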
human PMI inhibitors – human PMI inhibitors, high substrate, primary screen, biochemical, fluorescence intensity, high mannose 6-phosphate (AID 1220); Mannose-6-phosphate isomerase (Homo sapiens); recombinant PMI enzyme, coupled fluorescence intensity; higher % means a stronger effect; inhibition, % at 20 µM; hits with a dose series show IC50 in µM; hit rate 0.66% among 190,000
Salmonella PhoP GFP – inhibitors of PhoP regulon expression, primary screen, Salmonella Typhimurium, GFP reporter (AID 1863); S. Typhimurium PhoP-regulated promoter GFP reporter, 4 h; higher % means a stronger effect; inhibition, % at 50 µM; hits with a dose series show IC50 in µM; hit rate 0.16% among 300,000;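 active means inhibition over 29.93%, a cutoff 3 SD above the screen mean, later confirmed by dose response; inconclusive means inhibition over 29.93% but no dose response follow-up; inactive means inhibition at most 29.93% or unconfirmed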;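 further: 0% = low Mg2+ inducing control and 100% = high Mg2+ repressing control; strong numbers were not always called active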
XIAP antagonists – XIAP antagonists, biochemical, IAP family, fluorescence polarization (AID 1018). E3 ubiquitin-protein ligase XIAP (Homo sapiens). XIAP BIR domain, fluorescence polarization peptide displacement; higher % means a stronger effect. one-dose displacement, % at 20 µM; IC50 in µM for titrated hits. hit rate 0.007% among 200,000; in the data active means displacement above about 50%; further: a part of the inactive calls stands beside numbers as strong as those of hits
Myeloid diff 2 – induction of myeloid progenitor differentiation, primary screen, cell-based, flow cytometry, MLPCN library | ER-HoxA9 myeloid progenitors, lysozyme-GFP differentiation | calls only at 10 µM | hit rate 1% among 360,000 | AID 624256, 2012;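 active means normalized GFP-positive differentiation at or above the plate's own cutoff, the solvent-only control mean plus 3 SD; inconclusive means no clear call, values can overlap the other calls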;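 further: cells exposed to compound for four days before flow analysis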
WT yeast gro inh – growth inhibition of WT strain, primary screen, mitochondrial fusion inhibitor project, WT and mutant strains, chemical genetic; mitochondrial fusion phenotypic screen; inhibition, % at 10 µM; hit rate 2.1% among 190,000; AID 1362, 2008; in the data active means inhibition above about 58%; tested in S. cerevisiae
WT yeast gro inh mutant strain – second read-out of WT yeast gro inh, no call of its own (marks repeat the call); inhibition, %; mitochondrial fusion phenotypic screen, mutant strain inhibition
Myeloid diff 2 GFP+ MAC1+ % – recorded beside Myeloid diff 2, whose call it bears; GFP+ MAC1+ double positive, %; measured here: differentiation confirmed by MAC1 staining
Active calls of the source: *; i = inactive; ? = inconclusive; . = not tested or not shown; + = active, no number. Unless noted, no stated cut-off is given here; in the data, active means inhibition above about 50%; inactive means the rest.

SMILES	RSV CPE inhibition	human PMI inhibition	TNAP activation fold	Siah-1 displacement	human PMI inhibitors	Salmonella PhoP GFP	XIAP antagonists	Myeloid diff 2	Myeloid diff 2 GFP+ MAC1+ %	WT yeast gro inh	WT yeast gro inh mutant strain
COc1ccccc1C(=O)Nc1cccc2nc(C)ccc12	0.1%	.	.	14%	.	-4%	.	i	0.2	.	.
CCS(=O)(=O)c1ccc(N=Nc2ccc(O)c3ncccc23)c(OC)c1	.	16%	0.6	-12%	38%	6%	-6.3%	?	.	10	16
CCN(CC(=O)Nc1ccc([N+](=O)[O-])cc1OC)CC(=O)NC(C)(C)C	4.7%	10%	1	-8%	42%	5%	-10%	i	0.4	11	4
COc1cc2c(cc1NC(=O)C(C)Sc1ccc(NC(C)=O)cc1)oc1ccccc12 (stereo not given)	12%	28%	1.1	1%	12%	7%	-1.6%	i	0.7	44	7
COc1cc(/C=N/N(C)C)ccc1OC(=O)c1cccs1	2.2%	-5%	1.1	-2%	2%	-17%	-9.2%	i	0.4	9	19
C/C(=N\Nc1nccnc1Cl)c1ccc(Br)cc1	3.1%	.	.	9%	.	3%	.	i	0.3	.	.
CCc1nnc(NC(=O)C2CCCO2)s1 (stereo not given)	0.6%	.	1.1	-9%	.	-10%	-8.7%	i	0.6	-5	-5
O=C1C(Cl)=C(NC2CCCCC2)C(=O)N1c1ccc(Cl)cc1	0.1%	-7%	1.1	4%	0%	2%	-6.2%	i	0.4	11	-21
Cc1cc(/C=C2\SC(=S)N(C)C2=O)c(C)n1-c1ccc(O)cc1	11%	.	.	-2%	.	-8%	.	i	2.7	.	.
CCCc1ccc(OCc2nc(-c3ccc(NC(=O)c4ccco4)cc3)no2)cc1	4.8%	6%	1.1	-3%	0%	-12%	36%	?	.	-4	-1
CC(C)n1nnnc1SCC(=O)NCc1cccs1	0.5%	4%	1	-3%	2%	10%	-2.5%	i	0.4	1	-1
C=CCNc1nc(=S)[nH]c2cc(OC)c(OC)cc12	-0.3%	-5%	1.1	3%	-5%	-1%	-5.7%	i	0.3	-6	7

Single entries from the list.
Myeloid diff 2 GFP+ MAC1+ % with COc1cc(/C=N/N(C)C)ccc1OC(=O)c1cccs1 : 0.4
TNAP activation fold with CC(C)n1nnnc1SCC(=O)NCc1cccs1 : 1

Next section.
SMILES	RSV CPE inhibition	human PMI inhibition	TNAP activation fold	Siah-1 displacement	human PMI inhibitors	Salmonella PhoP GFP	XIAP antagonists	Myeloid diff 2	Myeloid diff 2 GFP+ MAC1+ %	WT yeast gro inh	WT yeast gro inh mutant strain
O=C(COc1ccc(Br)cc1CNC1CCCC1)Nc1ccccc1	1.2%	-9%	1.2	-1%	-4%	-6%	-3.1%	i	0.2	20	19
Cc1nc2ccccc2n1C(C)c1ccccc1 (stereo not given)	5.2%	.	.	4%	.	0%	.	i	0.7	.	.
c1ccc(COc2ccc(OCCCn3cncn3)cc2)cc1	16%	11%	1.1	-1%	2%	7%	-1.4%	i	1.9	4	50
CCCc1cc(=O)[nH]c(SCC(=O)c2c[nH]c3ccccc23)n1	-1.0%	-4%	1.1	-6%	-2%	5%	-6.9%	i	0.0	3	-2
Cc1ccccc1NC(=O)Nc1cccs1	2.3%	-9%	1.1	-3%	-15%	32%	-4.7%	i	1.6	-11	-6
CC/C(=N/Nc1ccccc1)c1cnnc(-c2ccccc2)n1	-0.8%	-86%	0.9	-1%	-190%	-6%	-4.8%	i	0.3	12	-6
Nn1c(Nc2ccccc2)nc2ccccc21	-1.0%	-1%	1.1	3%	-5%	13%	-4.1%	i	0.3	-7	-10
CCOC(=O)c1ccc(NC(=O)COc2ccc(-n3cnnn3)cc2)cc1	-1.0%	-1%	1	10%	-12%	-5%	-0.1%	i	0.7	-3	-27
COc1ccc(NC(=O)NCc2ccccc2F)cc1OC	1.1%	.	1.1	18%	.	0%	-4.5%	i	0.6	-10	-20
O=[N+]([O-])c1ccc(CS(=O)(=O)c2ncn[nH]2)cc1	1.4%	.	.	10%	.	3%	.	i	0.7	.	.
CCCSc1ncnc2c1oc1ccccc12	0.3%	7%	1.1	0%	6%	7%	-0.2%	i	3.2	29	28
CCOC(=O)C(O)(NC(=O)c1cccnc1)C(F)(F)F (stereo not given)	1.5%	2%	1.1	-7%	2%	16%	1.9%	i	0.3	25	8
O=C(Nc1ccc(Cl)cc1)N[C@@H]1c2c(ccc3ccccc23)OC[C@@H]1CO	1.7%	22%	1.1	0%	15%	-9%	0.8%	i	5.2	8	2
O=c1nc(SCc2c(F)cccc2Cl)nc(-c2ccc(Cl)cc2)[nH]1	18%	.	.	19%	.	-12%	.	i	1.1	.	.
C=C(C)C1CC=C(C)/C(=N\NC(=O)CCc2ccccc2)C1 (stereo not given)	1.6%	8%	1	2%	5%	-11%	-5.2%	i	0.6	-3	-6
COc1ccc(CN(C)C(=O)CNC(=O)c2ccc3ccccc3c2)c(OC)c1	11%	.	.	-7%	.	0%	.	i	0.6	.	.
Cc1onc(-c2ccccc2)c1C(=O)Nc1nc(-c2cc(F)ccc2F)cs1	1.4%	-7%	1.1	3%	-4%	-11%	-2.5%	i	3.0	-11	-16
Cc1ccc(SCCOCCN2CC(C)OC(C)C2)cc1 (stereo not given)	-3.6%	.	.	-14%	.	4%	.	i	0.9	.	.
COc1ccc([N+](=O)[O-])cc1NC(=O)Cc1noc2ccccc12	1.9%	-2%	1	6%	0%	3%	-7.7%	i	0.8	4	-5
CC1CCCN(c2c([N+](=O)[O-])cc(C(=O)O)cc2[N+](=O)[O-])C1 (stereo not given)	5.9%	-34%	1	3%	-30%	0%	-7.7%	i	0.8	-3	-7
CC1=C(C(=O)Nc2ccccc2C)C(c2ccc(C)o2)C2=C(CCCC2=O)N1 (stereo not given)	0.0%	8%	1.1	8%	1%	-4%	-15%	i	0.6	6	16
CCOC(=O)c1c(C)n(CCNC(C)=O)c2ccc(OC)cc12	2.2%	7%	0.9	0%	10%	3%	-5.4%	i	0.6	-19	-3
CCN1CCN(c2cc(C)c3cc(NC(=S)N4CCCC(C)C4)ccc3n2)CC1 (stereo not given)	-2.4%	-4%	1	-5%	9%	-4%	-2.7%	+	1.0*	6	4
COn1c(SC2CCCCC2)nc2ccccc2c1=O	1.1%	-19%	1.1	1%	-16%	1%	1.4%	i	0.6	19	22
Cc1[nH]nc2c1C(c1cnn(C)c1)C(C#N)=C(N)O2 (stereo not given)	-0.6%	-7%	1.1	-5%	-7%	-4%	-6.9%	i	0.4	-10	4
Cc1cc(C)c2cc(C)c3nnc(SCC(=O)NCc4ccc5c(c4)OCO5)n3c2c1	12%	-4%	1	-4%	7%	2%	-5.9%	i	0.6	8	10
COc1ccc(C(c2nnnn2C2CCCC2)N2CCc3ccccc3C2)cc1OC (stereo not given)	.	1%	0.9	6%	0%	-8%	-0.9%	i	1.1	11	-4
c1ccc(OCc2nn3c(-c4ccco4)nnc3s2)cc1	1.3%	-17%	1.1	-2%	-7%	13%	-2.6%	i	3.1	6	16
c1ccc(Nc2ccc(-n3ccnc3)nn2)cc1	0.4%	4%	1	-4%	9%	5%	-10%	i	0.2	-28	8
CC1=C(C(=O)OCc2ccc3c(c2)OCO3)C(c2ccc(Cl)cc2)NC(=O)N1 (stereo not given)	8.4%	12%	1.1	-1%	17%	0%	-5.5%	?	.	0	2
Cc1c(C(=O)N(C)C)sc(NC(=O)c2cc([N+](=O)[O-])cc([N+](=O)[O-])c2)c1C#N	0.9%	-2%	1.1	0%	-5%	4%	-2.7%	i	0.4	-5	4
CC(CCc1ccccc1)NC(=O)COC(=O)c1ccc(NC(=O)CC#N)cc1 (stereo not given)	0.2%	.	.	2%	.	10%	.	i	0.2	.	.
O=C1Cc2ccccc2C(c2c(Cl)cccc2Cl)N1 (stereo not given)	0.0%	.	.	8%	.	-5%	.	i	0.3	.	.
Cc1ccc(C(=O)NCCCNC(=O)c2ccccc2C)cn1	0.3%	.	.	-5%	.	7%	.	i	0.4	.	.
CC(NC(=S)N1CCN(c2ccccc2)CC1)c1ccccc1 (stereo not given)	1.6%	.	.	-1%	.	-7%	.	i	0.0	.	.
COC(=O)Nc1nc2c(C)cccc2s1	4.8%	-1%	1.1	4%	-6%	10%	-6.0%	i	8.4	-4	5
CN(CCO)S(=O)(=O)c1ccc2c(c1)C(=O)c1cc(S(=O)(=O)N(C)CCO)ccc1-2	-0.3%	.	.	2%	.	2%	.	i	0.5	.	.
COc1ccc(C(=O)NCc2ccc3c(c2)OCO3)cc1	-1.4%	-6%	1	2%	-1%	7%	-5.6%	i	0.0	2	-8
COc1ccccc1S(=O)(=O)Cc1ccc(C(=O)NCc2cccnc2)o1	0.4%	-4%	1	2%	-7%	10%	-3.2%	i	1.4	-1	0
O=C1N(c2cccc(Cl)c2)C(c2ccc(Cl)cc2)N2CCCN12 (stereo not given)	4.6%	5%	1.1	0%	-2%	-8%	-2.8%	i	0.3	7	-6
Cn1c(SCC(=O)NCCc2ccc(S(N)(=O)=O)cc2)nc2ccccc2c1=O	-0.6%	10%	1.1	-5%	7%	-6%	-6.4%	i	0.2	-13	4
CC(NC(=O)c1cccc2ccccc12)c1ccc2c(c1)CCCC2 (stereo not given)	5.0%	20%	1.2	2%	14%	-1%	2.8%	i	0.9	37	15
CNC(=O)/C(C#N)=C/c1ccc(OCCOc2ccccc2)cc1	0.9%	.	.	4%	.	5%	.	i	0.3	.	.
COc1ccc(NC(=O)CSc2ccc(-c3ccco3)nn2)cc1OC	7.1%	.	.	-4%	.	2%	.	i	0.9	.	.
Cn1c(=O)[nH]c(=O)c2c1nc(Br)n2CCC(=O)c1ccccc1	1.3%	12%	1	-1%	13%	0%	-4.4%	i	1.9	7	-10
COc1cccc(-n2nnc3c(=O)n(Cc4c(F)cccc4Cl)cnc32)c1	-0.2%	6%	1.1	1%	-2%	-6%	-4.4%	i	5.1	0	-21
O=[N+]([O-])c1ccc(Cl)c(S(=O)(=O)Nc2ccc(S(=O)(=O)N3CCOCC3)cc2)c1	1.1%	.	.	-3%	.	-1%	.	i	2.0	.	.

Reprinted at random: 2 compounds from above, in no set order.
SMILES	RSV CPE inhibition	human PMI inhibition	TNAP activation fold	Siah-1 displacement	human PMI inhibitors	Salmonella PhoP GFP	XIAP antagonists	Myeloid diff 2	Myeloid diff 2 GFP+ MAC1+ %	WT yeast gro inh	WT yeast gro inh mutant strain
CCOC(=O)c1c(C)n(CCNC(C)=O)c2ccc(OC)cc12	2.2%	7%	0.9	0%	10%	3%	-5.4%	i	0.6	-19	-3
CCCc1ccc(OCc2nc(-c3ccc(NC(=O)c4ccco4)cc3)no2)cc1	4.8%	6%	1.1	-3%	0%	-12%	36%	?	.	-4	-1
